BRCA1 expr up: qHTS Assay to Identify Small Molecule Activators of BRCA1 Expression; MCF7-BRCA1-FFLuc reporter, luminescence, 48 h; response scale: scaled: vehicle 0%, 10 µM genistein 100%; Potency, µM (top dose mostly 46.1 µM), inactives show top-dose activation, hits mostly activators; 1.1% of 380,000 active; AID 624202, 2012; note: potency is the fitted concentration of half-maximal effect; nearly all actives have a fitted effect of over 80% in size; some results filed as inactive show a strong effect at the top dose
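Activators of BRCA1 expression were detected as increased firefly luciferase luminescence in engineered MCF7 cells after 48 h compound incubation. Signals were scaled to genistein 10 microM as full activation.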
A-T KAP1 phos: qHTS Assay for Identifying a Potential Treatment of Ataxia-Telangiectasia; […] A-T fibroblasts, KAP-1 phosphorylation AlphaLISA; neocarzinostatin DNA damage 30 min before lysis; Potency, µM (titrated, usually from 57.5 µM), without a hit: at the top dose activation, most hits filed as activators; 0.19% of 320,000 active; AID 485349, 2010; note: potency is the fitted concentration of half-maximal effect; % of control where 0% means no effect; nearly all actives have a fitted effect of over 45% in size
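ATM-like activity read as KAP-1 phosphorylation via AlphaLISA donor/acceptor antibody pairs after lysis and 6 hr at 25C. Cells were ATM-null patient fibroblasts ([…], hTERT), dosed 60 min, then exposed to the DSB inducer NCS for 30 min.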
p53 reactivation: qHTS assay for re-activators of p53 using a Luc reporter; H1299 p53-A138V BP100-luciferase reporter, luminescence, 24 h; Potency, µM (doses to about 92.2 µM), for inactives: top-dose activity change, positive = activation, most hits filed as activators; 0.063% of 320,000 active; AID 504706, 2011; note: potency is the fitted concentration of half-maximal effect; % of control where 0% means no effect; nearly all actives have a fitted effect of over 45% in size
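H1299 (p53-null), stable ts p53-A138V + BP100-Luc; 1000 cells/well, Opti-MEM/10% FBS; cpd 4 pt, 1:5; 24 h, 37 deg C, 5% CO2; detection reagent 10 min RT; luminescence.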
TCR activator: Activators of T cell receptors: qHTS campaign | primary human leukocytes, anti-CD3, IL-2 HTRF, 48 h | AID 504894, 2011 | 330,000 tested, under 10 active | Potency, µM (titrated, usually from 9.22 µM), for inactives: top-dose activation of IL-2 secretion, hits mostly activators; note: % of control where 0% means no effect
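TCR engagement came from a-CD3 beads alone, with compounds added to primary human leukocytes for 48 hr. Secreted IL-2 bridged europium cryptate- and d2-labelled anti-IL-2 antibodies, giving FRET emission at 665nm after 320nm excitation.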
ELG1 DNA repair: qHTS screen for small molecules that inhibit ELG1-dependent DNA repair in human embryonic kidney (HEK293T) cells expressing luciferase-tagged ELG1; AID 504467, 2011; 2.3% of 330,000 active; Potency, µM (doses to about 46.1 µM), for inactives: at the highest dose activity change, negative = inhibition, hits mostly inhibitors; HEK293T ELG1-luciferase reporter, luminescence, 16 h; DNA damage induced by 5-fluorouridine; note: potency is the fitted concentration of half-maximal effect; % is set by controls: 0 for no effect and ±100 for the full control effect; nearly all actives have a fitted effect of over 55% in size
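DMSO vehicle served as the neutral condition. Each well held 2,000 cells given 5-fluorouridine plus compound; after 16 hr at 37 °C/5% CO2, ONE-Glo was added and luciferase measured 30 min later.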
TRPV1 agonist: HTS Assay for Compounds that Act as Agonists of the Vanilloid Receptor 1; Transient receptor potential cation channel subfamily V member 1 (Homo sapiens), Q8NER1; TRPV1-expressing cells, Fluo-8 calcium influx, agonist mode; activation, % at 8.33 µM; 0.19% of 320,000 active; in the data active = activation above about 80%; inconclusive = between about 30% and that limit; note: 0% is about no effect
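TRPV1-expressing cells were cultured overnight at 35.5C and loaded with Fluo-8 calcium dye for 40 to 90 min at room temperature. After a 10 s baseline, compound was added and calcium influx was read kinetically for 3 min (ex 480/em 520 nm).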
PTAP TSG101 blk: qHTS Assay for Iinhibitors of HIV-1 Budding by Blocking the Interaction of PTAP/TSG101; Tumor susceptibility gene 101 protein (Homo sapiens), Q99816; Fluorescence polarization, FITC-PTAP peptide / Tsg101 binding; Potency, µM (highest dose often 115 µM), for the others: at the highest dose activity change, negative = inhibition, actives largely listed as inhibitors; 340,000 tested, under 10 active; AID 493005, 2010; active = well fitted inhibition curve with a large enough effect in the main read-out, with a control signal flat, not every such curve was filed as active; inconclusive = small, poorly fitted or top-dose-only effect, or effect the other way, or a change in a side signal; inactive = no such curve, though single readings can be large or run the other way; note: potency is the fitted concentration of half-maximal effect; % of control where 0% means no effect
Target sequence (Q99816 whole entry, looked up): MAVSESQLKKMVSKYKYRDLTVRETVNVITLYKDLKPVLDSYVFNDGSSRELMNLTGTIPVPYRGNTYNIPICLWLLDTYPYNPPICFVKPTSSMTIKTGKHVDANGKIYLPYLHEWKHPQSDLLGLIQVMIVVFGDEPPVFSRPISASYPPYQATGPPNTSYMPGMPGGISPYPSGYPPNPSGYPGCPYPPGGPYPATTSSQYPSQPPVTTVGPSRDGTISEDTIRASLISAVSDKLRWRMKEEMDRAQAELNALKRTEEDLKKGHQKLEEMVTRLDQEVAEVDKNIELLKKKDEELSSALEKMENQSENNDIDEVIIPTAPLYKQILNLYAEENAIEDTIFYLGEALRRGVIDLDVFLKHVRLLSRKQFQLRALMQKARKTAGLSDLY
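Fluorescence polarization binding of Tsg101 binding domain (10 uM final) to FITC-labeled PTAP peptide (50 nM final) in HEPES pH 7.5 buffer with NaCl, Tween 20, EDTA, TCEP. Compounds added before peptide; binding 20 min at RT.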
CXXC DNA block: qHTS Fluorescence Polarization Assay for Inhibitors of MLL CXXC domain - DNA interaction; AID 2662, 2010; Potency, µM (doses to about 115 µM), without a hit: at the highest dose activity change, negative = inhibition, hits mostly inhibitors; 0.037% of 290,000 active; Histone-lysine N-methyltransferase 2A (Homo sapiens), Q03164; MLL-CXXC / FITC-HOXA9 DNA fluorescence polarization; active = well fitted inhibition curve with a large enough effect in the polarisation, with a control signal flat, not every such curve was filed as active; inconclusive = small, poorly fitted or top-dose-only effect, or effect the other way, or a change in a side signal; inactive = no such curve, though single readings can be large or run the other way; the % refers to the polarisation; note: potency is the fitted concentration of half-maximal effect
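Fluorescence polarization: 7 uM MLL-CXXC (stock) preincubated 5 min with compounds, then 50 nM fluorescein-HOX-A9 DNA (stock) added; 30 min ambient. Buffer 50 mM Tris-HCl pH 7.5, 50 mM NaCl, 1 mM DTT, 0.05% BSA.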
a7 integrin act: qHTS for Activators of Integrin-Mediated Alleviation for Muscular Dystrophy | alpha7betagal myoblasts, beta-gal FDG fluorescence, 48 h | Potency, µM (series often up to 38.3 µM), without a hit: at the top dose activation, most hits filed as activators | 0.064% of 350,000 active | AID 624291, 2012;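 note: potency is the fitted concentration of half-maximal effect; 100% = response of the positive control SU9516; nearly all actives have a fitted effect of over 60% in size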
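Alpha7betagal+/- myoblasts (passage 13) were plated 16-24 hr, then exposed to compounds (1:260 dilution of DMSO stock) for 48 hours at 37C. After MPER lysis, β-galactosidase reporter activity was read as FDG fluorescence (ex 480/em 540) after 30 minutes.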
B2AR arrestin: qHTS assay of beta-arrestin-biased ligands of beta2-adrenergic receptor; Beta-2 adrenergic receptor (Homo sapiens), P07550; beta-arrestin recruitment to beta2AR, cell-based reporter; Potency, µM (titrated, usually from 46.1 µM), without a hit: top-dose activation, hits mostly activators; 0.02% of 330,000 active; AID 492947, 2010;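 note: potency is the fitted concentration of half-maximal effect; 0% = DMSO controls and full agonism = EC100 isoproterenol or metaproterenol; nearly all actives have a fitted effect of over 65% in size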
Target sequence (P07550 whole entry, looked up): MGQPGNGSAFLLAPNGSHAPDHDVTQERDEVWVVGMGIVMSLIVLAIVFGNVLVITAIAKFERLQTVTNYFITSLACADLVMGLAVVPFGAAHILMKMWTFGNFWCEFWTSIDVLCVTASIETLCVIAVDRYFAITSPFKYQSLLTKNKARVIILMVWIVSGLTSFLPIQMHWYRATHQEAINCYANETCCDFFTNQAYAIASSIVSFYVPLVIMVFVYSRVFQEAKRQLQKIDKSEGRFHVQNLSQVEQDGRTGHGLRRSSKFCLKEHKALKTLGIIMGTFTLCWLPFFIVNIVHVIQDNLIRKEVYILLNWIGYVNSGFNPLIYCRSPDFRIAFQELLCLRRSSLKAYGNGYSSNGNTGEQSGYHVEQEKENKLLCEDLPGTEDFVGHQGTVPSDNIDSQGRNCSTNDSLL
The depositor's hits bear a star; ? = inconclusive; / = no result given; & = joins results of further samples; [ ] = another dose, or the depositor's remark. Unless noted, calls come from the whole dose curve; as a rule, active = well fitted curve in the direction sought with a large enough effect; inconclusive = small, poorly fitted or top-dose-only effect, or another doubt; inactive = no such curve, though single readings can be large; an effect the other way counts as inactive or inconclusive. The order is random. Share with any hit: about 3.8%.

SMILES	BRCA1 expr up	A-T KAP1 phos	p53 reactivation	TCR activator	ELG1 DNA repair	TRPV1 agonist	PTAP TSG101 blk	CXXC DNA block	a7 integrin act	B2AR arrestin
CC(=O)N/C(=C/c1ccc2c(c1)OCO2)C(=O)Nc1ccccc1	51.4%	0.7%	?	1.0%	?	4.1	-3.0%	5.8%	-21.3%	-0.9%
CO/N=C/NC(=O)NOCc1ccc(Cl)cc1Cl	-0.7%	1.6%	-9.4%	-0.1%	7.0%	11.4	-4.4%	12.4%	-20.6%	0.0%
Clc1nnc2c3ccccc3ccn12	19.8%	/	/	0.6%	/	/	-1.7%	/	16.8%	/
Cc1nn(C)cc1CN1CCCC(C(=O)c2ccc(-c3ccccc3)cc2)C1 (configuration not stated)	-30.2%	-2.3%	1.2%	-1.0%	?	-4.9	-3.1%	1.9%	0.0%	0.3%
CC(=O)N(Cc1cc2cc(C)ccc2[nH]c1=O)c1cccc(C)c1C	4.1%	-3.0%	0.7%	-5.9%	0.0%	-3.5	-1.2%	1.7%	17.8%	0.4%
O=C(NCC1(N2CCOCC2)CCCCC1)c1ccc(S(=O)(=O)Nc2ccccc2F)cc1	-4.3%	-3.0%	0.4%	0.1%	22.9%	-3.3	0.1%	25.3%	3.5%	-0.4%
Cc1sc2ncnc(NCCc3ccc(S(N)(=O)=O)cc3)c2c1C	-2.3%	2.0%	-7.3%	1.0%	18.4µM*	0.5	-4.1%	8.6%	-42.3%	-0.2%
Fc1ccc2cc(-c3cccnc3)ncc2c1	?	5.9%	?	-0.4%	?	/	1.5%	/	-0.9%	0.0%
CC(=O)Nc1ccc(SCC(=O)NC(=O)c2ccc(S(=O)(=O)N(C)C)cc2)cc1	0.0%	-5.6%	0.7%	2.6%	0.0%	/	0.4%	/	1.3%	0.1%
Cc1ccc(N=C2N=C(N)c3ccccc32)c(C)c1	-32.6%	1.6%	22.4%	-4.5%	0.3%	-2.4	0.9%	12.1%	6.3%	-1.0%
O=C(NCc1ccco1)c1ccc2c(c1)C(=O)c1ccccc1-2	87.4%	-5.0%	29.2%	/	?	9.3	1.5%	7.5%	-17.1%[7.66 µM]	0.3%
CCSc1nc(CC)c2c(c1C#N)CCCC2	16.4%	9.0%	-15.1%	-1.4%[46.1 µM]	5.7%	2.3	0.1%	10.8%	-20.3%	-0.4%
Cn1c(SCC(=O)NNC(=O)c2ccccc2Br)nnc1C(F)(F)F	0.6%	16.1%	-1.3%	-54.2%	23.2%	0.1	-1.0%	/	27.9%	0.0%
O=C1CC(/C=C/c2ccncc2)=Nc2ccccc2N1	-1.3%	3.7%	3.8%	-3.9%	18.3µM*	-1.8	-3.7%	8.9%	-36.3%	-0.1%
O=C(c1cccnc1)N1CCN(Cc2ccc3ccccc3c2)CC1	2.9%	-7.0%	9.4%	-3.1%	-22.4%	0.1	-2.3%	3.4%	4.3%	0.4%
CC(C)(C)C(=O)COC(=O)c1ccccc1O	17.6%	1.4%	-0.2%	-1.3%	10.5%	7.4	-6.1%	10.6%	27.2%	0.1%
CN(C)CCNC(=O)c1cccc2[nH]c(-c3ccncc3)nc12	-80.3%[inhibitor]	/	/	0.0%	/	/	-1.1%	/	-52.2%[inhibitor]	/
CCCCn1c(N)c(N(CCOC)C(=O)CN(C)CC(=O)Nc2ccc(Cl)c(Cl)c2)c(=O)[nH]c1=O	-23.1%	7.0%	-6.7%	0.7%	-6.3%	/	0.4%	/	8.5%	0.0%
CCCCn1c2ccc(F)cc2c2nnc(SCCN3CCCCC3)nc21	17.6%&-12.5%	4.8%	-2.9%	-0.5%	0.0%	-0.3	1.4%	-2.1%	-25.9%	-0.4%
C#CCOCCOCCOCCNc1nc(N2CCN(C(=O)Cn3cc(CC(C)O)nn3)CC2)nc(N2CCN(C(=O)[C@H]([C@@H](C)CC)n3cc(CCCCN)nn3)CC2)n1 (some centres not stated)	1.4%	/	/	-2.9%	/	/	-8.8%	/	-5.9%	/
COc1ccc(OC)c(S(=O)(=O)Nc2ccc3oc(C)c(C(C)=O)c3c2)c1	-19.0%	-3.4%	-3.4%	3.8%	-9.6%	-0.3	-3.0%	-0.4%	10.1%	-0.2%
Nc1ccc(-c2cnc(-c3ccc(N)cc3)nc2)cc1	?	3.8%	17.0%	/	?	0.1	-3.2%	4.9%	5.8%	-0.4%
CCOC(=O)C1=C(C)N=C2SCCC(=O)N2[C@@H]1/C=C/c1ccccc1	-14.3%	6.4%	-2.8%	0.4%	-3.7%	1.3	1.4%	0.5%	20.5%	-0.3%
COc1ccc(NS(=O)(=O)c2ccc3c(c2)n(C)c(=O)n3C)cc1	-53.0%	/	-4.3%	/	?	-3.0	-14.4%	-9.0%	15.2%	0.3%
CCOc1ccc(-c2nnn(CC(=O)NCc3ccccc3)n2)cc1	-29.9%	8.2%	6.0%	-3.5%	?	8.5	3.5%	8.4%	24.2%	-0.5%
O=C(Nc1ccnn1C1CCN(C(=O)c2ccc(Cl)cc2)CC1)C1CC1	13.8%	8.5%	-8.5%	-4.2%	-3.2%	-0.1	0.2%	-0.8%	23.3%	-0.4%
Cc1ccnc(NC(=S)NC(=O)/C=C/c2ccccc2)c1	85.8%	1.6%	11.2%	-3.5%	?	-2.6	-4.6%	11.3%	-36.7%	0.0%
CCOC(=O)c1[nH]c(CN2CCN(c3ccc(OC)cc3)CC2)c(C(=O)OCC)c1C	-41.3%	-2.4%	-2.0%	1.0%	18.3µM*	26.3	-4.8%	28.6%	-32.7%	0.9%
CCCC(=O)NC(c1ccco1)c1cc([N+](=O)[O-])c2cccnc2c1O (configuration not stated)	-78.2%	-8.6%	1.0%	-4.8%	20.6µM*	3.4	-1.2%	-17.7%	-13.3%	0.3%
N#Cc1ccsc1NC(=O)COC(=O)c1ccc(NC(N)=O)cc1	?	0.5%	-2.7%	5.6%	?	-7.5	-2.4%	5.6%	-23.0%	-0.3%
CCOC(=O)CC(c1ccc(N)cc1)n1c(C)ccc1C (configuration not stated)	31.1%	-3.2%	28.1%	2.2%	22.5%	-0.9	-2.2%	-7.5%	37.9%	-0.3%
CC(C)CCC1(CCO)C(=O)N=C(N)NC1=O (configuration not stated)	-5.9%	/	/	2.8%	/	/	0.3%	/	18.5%	/
CCCn1c(C)cc(C(=O)CSc2nc3nc(C)cc(C)n3n2)c1C	1.2%	9.1%	-7.4%	-2.7%[46.1 µM]	?	-6.0	0.1%	3.9%	0.0%	6.3%
Cc1cccc(C(=O)NCC(=O)N2CCN(S(=O)(=O)c3ccc4c(c3)OCCO4)CC2)c1	-4.5%	-0.4%	-0.4%	2.6%	-0.6%	3.0	-1.7%	/	-18.8%	0.0%
CCOC(=O)CNC(=S)N(CCCN1CCN(C)CC1)Cc1cccs1	-8.4%	2.8%	-5.6%	2.1%	19.4%	0.1	-4.2%	-9.7%	-4.2%	-0.3%
C/C(=N\NC(=O)c1ccc(Cn2cc(Br)cn2)o1)c1cccc(NC(=O)C(C)(C)C)c1	-2.4%	0.1%	-14.3%	-1.8%[46.1 µM]	?	-0.8	-4.2%	6.2%	0.0%	2.2%
c1cc2c3c(cccc3c1)C(N1CCOCC1)=N2	9.0%	0.0%	0.6%	1.0%	3.7%	-0.6	-3.5%	-11.5%	9.9%	-0.9%
CC(C)(C)C(=O)NC(=S)Nc1ccc(Cl)c(C(=O)O)c1	17.5%	1.2%	-1.6%	-2.9%	16.3%	-4.1	0.6%	-8.1%	-23.9%	-0.2%
COc1cc(CNCCc2ccccc2)ccc1OCC(N)=O	20.0%	-5.3%	-7.3%	5.5%[46.1 µM]	-0.3%	-1.7	-0.9%	5.3%	10.6%	-1.7%
COC(=O)c1sccc1NC(=O)Nc1cc(C)cc(C)c1	26.4%	13.5%	8.1%	-5.1%	?	23.4	-6.2%	4.2%	4.8%	0.4%
Cc1cccc(NC(=O)c2ccc(Cl)nc2)n1	18.3%	-11.0%	22.5%	-0.7%	?	12.4	-5.3%	?	0.1%	-0.7%
O=C(CSc1ccc2nnc(-c3cccnc3)n2n1)NCc1ccco1	2.5%	7.7%	-1.6%	8.8%	0.7%	-3.3	-1.0%	-6.9%	11.0%	-0.5%
CCOc1ccc(C=NN2CCCCCC2)cc1OCC	-11.1%	/	/	2.7%	/	/	-10.3%	/	-2.2%	/
